Source: PubChem
RBBP9 inhibitor = inhibitors of human serine hydrolase RBBP9. O75884. recombinant RBBP9, FP-Rh probe fluorescence polarization. inhibition, % at 7.94 µM. 220,000 compounds, 0.2% hits;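 active means inhibition above the campaign mean of all tested compounds plus 3 SD, cut at about 14% in these data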;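 further: plate controls were DMSO wells with RBBP9 for no effect and wells lacking RBBP9 protein for full effect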
Target sequence (O75884 whole entry, looked up): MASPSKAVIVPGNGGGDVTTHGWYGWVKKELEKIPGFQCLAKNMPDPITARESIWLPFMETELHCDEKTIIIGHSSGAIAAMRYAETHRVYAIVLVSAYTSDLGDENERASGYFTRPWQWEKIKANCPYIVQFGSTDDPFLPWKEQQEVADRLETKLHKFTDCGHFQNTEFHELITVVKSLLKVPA
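System: RBBP9 protein | Quantity: 2.5 µM RBBP9 dispensing solution, before mixing | Reagent: FP-Rh probe, 375 nM dispensing solution | Timing: Enzyme-compound preincubation 30 min, then probe labeling 45 min, 25 °C | Measured by: Fluorescence polarization | Read-out: % inhibition | Replication: One well per compound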
TRPML3 ag = activates the human TRPML3 channel. Q8TDD5. HEK293 TRPML3-YFP, Fluo-8 calcium fluorescence; 100% = the carbachol control signal. activation, % at 3 µM. 220,000 compounds, 0.29% hits. AID 1448;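 active means activation above its plate's cutoff, the mean activation of the plate's test wells plus 3 SD, cut at about 12% in these data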;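 further: 0% = DMSO only wells and 100% = carbachol wells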
Target sequence (Q8TDD5 whole entry, looked up): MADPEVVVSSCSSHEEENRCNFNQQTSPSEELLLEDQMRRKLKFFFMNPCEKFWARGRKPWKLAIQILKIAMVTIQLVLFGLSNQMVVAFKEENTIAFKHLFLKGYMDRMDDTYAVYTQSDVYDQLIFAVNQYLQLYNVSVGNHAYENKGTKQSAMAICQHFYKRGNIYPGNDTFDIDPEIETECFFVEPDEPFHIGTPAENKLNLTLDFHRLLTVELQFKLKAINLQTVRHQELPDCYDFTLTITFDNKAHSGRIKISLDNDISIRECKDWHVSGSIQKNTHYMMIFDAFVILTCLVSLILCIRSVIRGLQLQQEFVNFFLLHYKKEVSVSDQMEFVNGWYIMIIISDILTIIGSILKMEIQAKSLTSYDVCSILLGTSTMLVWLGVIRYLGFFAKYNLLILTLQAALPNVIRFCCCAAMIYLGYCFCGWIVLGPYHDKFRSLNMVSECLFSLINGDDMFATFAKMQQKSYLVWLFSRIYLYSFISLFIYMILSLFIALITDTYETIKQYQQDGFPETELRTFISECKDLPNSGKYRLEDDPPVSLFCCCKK
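Test system: TRPML3-YFP stable HEK293 cells. Doses: single point at 3 µM. Incubation: dye loading 1 h 37 °C then 30 min ambient, 125 s read. Signal: Fluo-8 calcium dye fluorescence, ex 470-495, em 515-575 nm. Measure: percent activation from peak-to-basal fluorescence ratio, scaled between DMSO and carbachol.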
PPC-1+TRAIL kill = compounds killing PPC-1 cancer cells with TRAIL present (potentiator screen, no TRAIL-free arm); PPC-1 cells + TRAIL, ATPLite viability luminescence; cell killing (% activity), % at 4 µM; 220,000 compounds, 0.41% hits;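 active means cell killing above 50% in the first pass at 4 µM, then a duplicate retest at 5 µM averaging 50% or more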;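 further: plate controls were cells with TRAIL plus DMSO for no effect and medium-only wells lacking cells for full effect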
zfTRPN1 agonist = agonists of zebrafish TRPN1 channel | HEK293 zebrafish TRPN1-YFP, Fluo-8 calcium fluorescence; 100% = response to 87 µM carbachol | activation, % at 3 µM | 220,000 compounds, 0.18% hits | AID 1424;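 active means activation above its plate's cutoff, the mean activation of test wells on that plate plus 3 SD, cut at about 19% in these data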;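 further: 0% = DMSO alone and 100% = 87 µM carbachol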
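Control set: carbachol 87 µM as high control, DMSO as low control; system: HEK293 stable line with zebrafish TRPN1-YFP; read-out: % activation versus carbachol response; detection: intracellular calcium fluorescence with Fluo-8; doses: single test compound dose, 3 µM nominal, 0.3% DMSO; schedule: dye 1 h 37 °C plus 30 min RT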
BaF3 tox = reduces parental Ba/F3 cell viability, JAK2V617F counter-screen; CellTiter-Glo ATP luminescence; inhibition, % at 5.6 µM; 220,000 compounds, 1.1% hits; AID 1486;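 active means inhibition above a per-campaign cutoff, the mean inhibition of all tested compounds plus 3 SD, cut at about 27% in these data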;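 further: 0% = DMSO wells and 100% = JAK Inhibitor I control wells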
Wee1 stabilizer = blocks degradation of human Wee1 kinase | P30291 | HeLa Luc-Wee1K328M stability, luciferase luminescence; 100% = proteasome inhibitor MG132 effect | reporter increase, % at 5 µM | 220,000 compounds, 1.2% hits | AID 1321;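 active means activation above the mean of all tested compounds plus 3 SD, set per screening run, cut at about 8.8% in these data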;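 further: cells exposed to compound for 20 h before luminescence read; 0% = DMSO alone and 100% = MG132 at 30 µM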
Ba/F3 V617F tox = lowers viability of Ba/F3 cells expressing EpoR and JAK2V617F; ATP luminescence; inhibition, % at 5.6 µM; 220,000 compounds, 1.1% hits; AID 1446;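 active means inhibition above the campaign mean plus 3 SD over all tested compounds, cut at about 24% in these data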;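 further: cytokine-independent growth of Ba/F3 cells driven by EpoR plus mutant JAK2; 0% = DMSO-treated cells and 100% = JAK inhibitor I control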
CHOP inhibitor = CHOP inhibition in unfolded protein response; CHO-K1 CHOP-promoter luciferase, tunicamycin-induced, 15-18 h; inhibition, % at 10 µM; 220,000 compounds, 3.8% hits; AID 2732;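 active means compounds that reduced the stress-induced luciferase reporter signal by more than about 70% of percent inhibition, limit read from the data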;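 further: 0% = tunicamycin plus vehicle and 100% = wells without tunicamycin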
TNF necrop inh = inhibitors of TNF-alpha induced necroptosis in Jurkat FADD-/- cells | activation (protection from cell death), % at 10 µM | 220,000 compounds, 0.068% hits | Jurkat FADD-/- TNF necroptosis rescue, ATP luminescence, 24 h; 0 = TNF only, 100 = no-TNF cells;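 active means activation, meaning protection from cell death, of at least 50% relative to plate controls; inactive means activation below 50%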;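 further: necroptosis triggered by 40 ng/mL TNF-alpha added together with compound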
Starred values were filed as active, the others as inactive.

SMILES	RBBP9 inhibitor	TRPML3 ag	PPC-1+TRAIL kill	zfTRPN1 agonist	BaF3 tox	Wee1 stabilizer	Ba/F3 V617F tox	CHOP inhibitor	TNF necrop inh
Cc1cc(C(=O)N/N=C/c2cc(N=Nc3ccccc3)ccc2O)n[nH]1	1	0.0	30	0.1	10	5	5	89*	-7.7
COc1ccc(N(CC(=O)Nc2ccc(C)cc2C)S(=O)(=O)c2ccccc2[N+](=O)[O-])c(OC)c1	0	0.2	8	0.4	10	-2	1	-1	0.9
COc1cc(CNCCc2ccccc2)ccc1OCC(=O)NC(C)(C)C	-8	0.1	6	0.6	13	2	6	-22	-1.7
O=C(O)C1(NS(=O)(=O)c2ccc(Cl)cc2)CCCCC1	-5	0.8	11	0.3	0	2	-3	-4	1.4
COC(=O)Cc1ccc(NC(=S)NCc2ccco2)cc1	-3	0.0	3	-2.4	4	3	1	3	-1.4
Cc1nc2c(c(=O)c3ccccc3n2C)c(=O)n1C1CCCCCC1	7	-0.2	13	14	2	3	-5	-17	3.2
COc1ccc(-c2cc(C(F)(F)F)n3nc(C(=O)NCc4ccco4)cc3n2)cc1	0	0.0	-8	-0.9	-3	1	3	35	-1.3
COc1ccc2c(c1)C(=O)N(c1ccccc1OC)C(=O)C2	2	0.2	34	1.3	5	0	1	6	-0.9
Cc1ccc(CCN2CC(C(=O)NCCN3CCCCCC3)CC2=O)cc1 (configuration not stated)	-3	0.9	-6	0.1	6	0	6	20	-0.6
Cc1ccc([N+](=O)[O-])cc1N=C(c1cccc(Br)c1)N1CCOCC1	-8	-1.2	-6	-2.9	-1	0	0	51	-3.4
COC(=O)c1[nH]c2cc(OC)ccc2c1NC(=O)CCN1CCN(c2cccc(C)c2C)CC1	0	0.8	20	2.0	3	0	-2	8	0.5
CC1CN(Cc2nnc(-c3ccccc3)o2)CC(C)O1 (configuration not stated)	-3	1.4	31	-0.9	0	2	-2	29	0.7
CCN(CC)S(=O)(=O)c1cccc(C(=O)OCC(=O)Nc2ccc3c(c2)c2ccccc2n3CC)c1	-10	-0.2	3	1.3	9	0	-1	13	1.7
Cc1c(NC(=O)c2ccc(F)cc2)c(=O)n(-c2ccccc2)n1C	0	0.2	25	1.9	1	1	-4	26	-0.1
CC1=NC(C(F)(F)F)(C(F)(F)F)C(C#N)=C(C)N1	-3	0.4	17	1.5	0	-3	-3	-26	-2.4
CCCCc1c(C)nc2ccc(Br)cc2c1SC(N)N	-4	0.5	14	0.0	8	-2	0	7	-0.5
COc1ccc(C2CC(=O)c3cnn(-c4nc(C)cc(C)n4)c3C2)cc1 (configuration not stated)	-6	0.4	3	-1.6	11	0	5	-6	-6.6
COc1ccc(OC)c2sc(NC(=O)c3ccc(Cl)s3)nc12	-2	0.3	-8	-0.1	-1	-1	-3	103*	2.1
COC(=O)c1c(-c2cccc(C)c2)csc1N	-10	-0.1	15	-1.9	3	-1	-1	12	-1.5
c1ccc(N2CCN(c3nnnn3-c3ccccc3)CC2)cc1	0	-0.4	27	-0.7	2	9.4*	-2	26	0.2
OCCN1CCN(CC(O)COc2ccc(Cl)cc2)CC1 (configuration not stated)	2	0.7	-19	-0.1	1	3	-4	-4	0.9
Clc1ccc(Nc2cc(-c3ccccc3)nc3ncnn23)cc1	-3	0.5	7	-0.4	2	-2	-3	34	-3.9
COc1ccc2c(c1)c(C(=O)N/N=C/c1cn(C)c3ccccc13)c(C)n2C	-3	0.0	13	-2.0	2	9.4*	0	15	-2.9
Cc1ccnc2nc(C(=O)NC3=NCCS3)nn12	-2	1.1	16	1.3	5	-1	0	-7	-0.2
CCc1nc(SCC(=O)NCc2ccc(F)cc2)c2c(=O)n(C)c(=O)n(C)c2n1	-5	0.8	1	3.0	3	-1	-2	8	-1.4
c1ccc(-n2nnnc2Cc2nnnn2-c2ccccc2)cc1	-5	-0.1	38	1.2	3	-1	5	-16	0.0
CC1(C)CC(=O)C(C(=O)/C=C/c2ccco2)C(=O)C1	-4	0.7	3	-0.6	10	-2	4	-11	0.9
O=C1N=C(N2CCCC2)S/C1=C\c1cn[nH]c1-c1ccccc1	-3	0.8	11	1.6	4	1	-1	22	1.2
COc1ccc2c(c1)CC/C(=C/c1ccncc1)C2=O	-3	3.6	9	6.7	2	-3	2	3	0.0
COc1ccc(NC(=O)CC2SC(N)=NC2=O)c([N+](=O)[O-])c1 (configuration not stated)	-2	0.8	-2	-0.5	2	-3	-2	1	-0.4
COC1Cc2ccccc2N(C(=O)N2CCN(CCO)CC2)c2ccccc21 (configuration not stated)	-10	0.8	14	0.9	5	-3	0	20	-2.4
COc1cc(/C=C(\C#N)C(=O)Nc2ccc3c(c2)OCCO3)ccc1O	-17	0.4	15	3.5	7	-1	4	-35	-5.1
NC(=O)c1cc([N+](=O)[O-])ccc1NCc1cccnc1	0	0.5	1	-0.9	1	-1	2	63	2.8
COc1ccc(Oc2nc(Oc3ccc(OC)cc3)nc(Oc3ccc(OC)cc3)n2)cc1	-10	-0.1	12	1.4	11	-2	2	23	-0.7
CCOC(=O)N1CCN(c2c(N3CCN(c4cccc(C)c4C)CC3)c(=O)c2=O)CC1	-3	0.0	-5	2.1	5	4	4	49	-0.7
O=c1cc(-c2c(F)c(F)c(F)c(F)c2F)oc2c(F)c(F)c(F)c(F)c12	6	0.6	-7	0.1	1	2	-2	109*	-28
COc1ccc(CN2C(=O)c3cccnc3C2Nc2cc(Cl)ccc2OC)cc1 (configuration not stated)	-3	0.3	19	-1.2	8	1	-2	48	0.0
COc1cccc(NC(=O)c2cccc(OC)c2OC)c1	-4	-0.7	0	-0.4	-1	5	-3	-13	-0.8
O=C(O)CC1(CC(=O)NCc2csc(-c3cccs3)n2)CCCCC1	0	0.2	7	2.7	-7	4	16	-2	0.4
Cc1cc(C)n(-c2nnc(C)c(=O)[nH]2)n1	-9	0.1	4	0.1	1	-1	-2	-6	1.4

Wee1 stabilizer, what is marked active above
structure	RBBP9 inhibitor	TRPML3 ag	Wee1 stabilizer	CHOP inhibitor
c1ccc(N2CCN(c3nnnn3-c3ccccc3)CC2)cc1	0	-0.4	9.4*	26
COc1ccc2c(c1)c(C(=O)N/N=C/c1cn(C)c3ccccc13)c(C)n2C	-3	0.0	9.4*	15

Other entries follow.
SMILES	RBBP9 inhibitor	TRPML3 ag	PPC-1+TRAIL kill	zfTRPN1 agonist	BaF3 tox	Wee1 stabilizer	Ba/F3 V617F tox	CHOP inhibitor	TNF necrop inh
CC1=CC(C)(C)N2C(=O)C3(C(C#N)=C(N)Oc4cc(C)oc(=O)c43)c3cccc1c32 (configuration not stated)	3	-0.6	28	0.6	1	-1	-3	33	-1.9
c1ccc2sc(SN3CCOCC3)nc2c1	2	0.8	-1	0.6	4	-4	2	6	-2.4
CC(C)(C)c1csc(NC(=O)Cn2cnc3ccccc3c2=O)n1	-5	1.9	1	0.7	1	-2	-3	15	1.1
O=C(COC(=O)Cc1ccsc1)NC1CCCCCC1	1	0.1	24	0.5	3	-1	-4	11	-2.1
COc1ccc(/C=N/NC(=O)/C(=C/c2ccccc2)CCO)cc1	-2	0.6	-2	0.4	3	-4	-1	-6	1.3
N/C(=N\OC(=O)CCCOc1ccccc1)c1cccc(Br)c1	-3	0.8	9	0.2	6	5	0	14	-0.1
CCc1ccc(-c2csc3ncn(Cc4ccc(C(=O)O)cc4)c(=O)c23)cc1	-5	1.7	-7	1.9	8	1	7	-3	-0.1
COC(=O)/C=C/C(=O)NCc1ccco1	6	0.5	7	-0.2	2	-3	-3	8	-1.2
CCNC(=O)CN1c2cccc3cccc(c23)S1(=O)=O	-6	0.2	27	-0.9	5	4	1	18	-2.2
Cc1cccc(NC(=O)c2ccc(Cn3cc(C(F)(F)F)ccc3=O)cc2)c1	-1	-0.1	11	-0.5	4	4	-2	22	-3.7
Cc1ccc(NC(=O)C2c3ccccc3Oc3ccccc32)nc1	-10	0.0	-11	-2.4	13	-3	1	1	-1.2
CCCC1=C(C(=O)OCC)C(c2cc(Cl)cc(OC)c2OCC(=O)OCC)NC(=O)N1 (configuration not stated)	-3	-0.4	14	-2.0	9	2	4	12	-3.5
CCOC(=O)c1cn(-c2c(C)n(C)n(-c3ccccc3)c2=O)c2c(F)c(F)c(F)cc2c1=O	-7	0.9	-23	0.0	1	-2	-2	3	1.2
Cc1noc(/C=C/c2ccco2)c1S(=O)(=O)N1CCC(C(=O)Nc2ccc(Cl)cn2)CC1	-4	0.7	24	2.3	-1	-1	-3	66	12
CCCS(=O)(=O)N1CCC(C(=O)NCCN2CCC(Cc3ccccc3)CC2)CC1	-10	0.7	-8	-0.6	6	2	5	8	-2.6
CCOc1ccccc1NC(=O)C(NCCN(C)C)c1ccccc1 (configuration not stated)	-4	0.7	21	0.6	5	-4	2	6	0.4
O=C(NCc1ccccn1)c1ccc([N+](=O)[O-])cc1	-4	0.3	9	1.3	1	1	-3	-14	0.9
Nc1nonc1C(=Nc1ccc(Br)cc1)NO	2	-0.1	6	-0.2	5	-2	2	5	-5.2
COc1ccc(/C=C/C(=O)NC(=S)Nc2ccc(S(N)(=O)=O)cc2)cc1	-6	2.0	3	2.8	1	3	-4	-10	5.3

Another view of some results above.
mol,RBBP9 inhibitor,TRPML3 ag,PPC-1+TRAIL kill,zfTRPN1 agonist,BaF3 tox,Wee1 stabilizer,Ba/F3 V617F tox,CHOP inhibitor,TNF necrop inh
Cc1ccnc2nc(C(=O)NC3=NCCS3)nn12,-2,1.1,16,1.3,5,-1,0,-7,-0.2
COC(=O)c1[nH]c2cc(OC)ccc2c1NC(=O)CCN1CCN(c2cccc(C)c2C)CC1,0,0.8,20,2.0,3,0,-2,8,0.5
CCc1nc(SCC(=O)NCc2ccc(F)cc2)c2c(=O)n(C)c(=O)n(C)c2n1,-5,0.8,1,3.0,3,-1,-2,8,-1.4
NC(=O)c1cc([N+](=O)[O-])ccc1NCc1cccnc1,0,0.5,1,-0.9,1,-1,2,63,2.8
